NCI-60 one-dose screen, 48 h, at 10 µM unless noted. Numbers give growth in % (100 = growth as untreated, 0 = no growth, -100 = all killed).
PC-3 = PC-3 prostate cancer cells | hit rate 3.9% among 80,000 | AID 1794754
SNB-19 = SNB-19 CNS cancer cells; hit rate 2.5% among 81,000
SF-539 = SF-539 CNS cancer; hit rate 6.8% among 81,000
SF-268 = SF-268 CNS cancer cells; AID 1794759; hit rate 3.1% among 82,000
DU-145 = DU-145 prostate cancer; hit rate 4.2% among 81,000
OVCAR-3 = OVCAR-3 ovarian cancer; hit rate 7% among 79,000; AID 1794787
OVCAR-8 = OVCAR-8 ovarian cancer; hit rate 4.4% among 81,000
U251 = U251 CNS tumor cells. hit rate 5.4% among 80,000. AID 1794753
SF-295 = SF-295 CNS cancer cells | AID 1794758 | hit rate 5.6% among 79,000
* hit, by the source's call; . = no result given. How the source made its calls: active means growth percent below 10; inactive means the rest.

cpd	compound	PC-3	SNB-19	SF-539	SF-268	DU-145
1	O=C(O)CCC/C=C\C[C@H]1C=CC(=O)/C1=C/C[C@@H](O)CCc1cccc(C(F)(F)F)c1	-19*	7.6*	-1.9*	3.1*	14
2	O=c1[nH]c(=O)c2[nH]c(=O)[nH]c2[nH]1	96	103	98	103	107
3	CC(N)c1nnc(CCC(=O)c2nc3ncccc3[nH]2)o1 (configuration not stated)	98	101	105	96	112
4	O=S1c2ccccc2Oc2ccccc21	96	103	107	126	131
5	CCOC(=O)c1c(Nc2nc3ccccc3s2)sc2c1CCC(=O)C2	22	46	47	71	85
6	O=[N+]([O-])c1ccc(/C=C(/C2=NCCN2)n2ccc3ccccc32)cc1	69	98	102	88	80
7	CC(C)CC(=O)Cc1ccccc1	97	99	96	99	103
8	COC(=O)c1ccc2c(c1)C(=O)N(c1ccc(C(=O)O)cc1)C2=O	100	99	103	98	105
9	CC1(C)CC[C@]23CC[C@]4(C)[C@H](CC[C@@H]5[C@@]6(C)CCCN(CO)C(C)(C)[C@@H]6CC[C@]54C)[C@H]2[C@H]1OC3	74	57	85	97	51
10	COC(=O)C1ON=C(c2no[n+]([O-])c2C)C1C(=O)OC (configuration not stated)	103	102	92	98	113

cpd	OVCAR-3	OVCAR-8	U251	SF-295
1	-36*	10	-71*	-40*
2	107	102	101	98
3	102	103	94	104
4	139	106	102	95
5	50	27	20	86
6	86	75	97	91
7	104	101	99	105
8	108	95	93	102
9	67	101	32	112
10	110	104	102	101

More structures
cpd	compound	PC-3	SNB-19	SF-539	SF-268	DU-145
11	Nc1nnc2c3c4c(sc3ncn12)CCCC4	89	99	100	99	110
12	CC(=O)Nc1cccc(NC(C)=O)n1	.	.	103	100	110
13	Oc1ccc(C(c2ccc(O)cc2)C(Cl)(Cl)Cl)cc1	75	100	100	97	109
14	CC(CN1CCN(CC(C)Nc2ccnc3cc(Cl)ccc23)CC1)Nc1ccnc2cc(Cl)ccc12 (configuration not stated)	26	32	-82*	17	30
15	Cc1c(C(=O)Nc2ccc(Cl)cc2)sc2c(=O)[nH]c(C(F)(F)F)nc12	65	93	99	93	110
16	CCCCCCCCCCCCNC(=S)N/N=C/c1ccc(OCC)c(OCC)c1	93	105	107	116	117
17	CCCCC[n+]1ccc(SCC(=O)N(C)c2ccc(Br)cc2)c2ccccc21	107	106	101	116	108
18	COc1ccc2cc(-c3nnc(C)c4nn(-c5ccc(Cl)cc5)cc34)ccc2c1	100	87	93	94	103
19	CC1CCC(C)(C)c2ccccc21 (configuration not stated)	93	103	97	104	110
20	C[C@H](CS)C(=O)N1CCC[C@H]1C(=O)O	98	116	106	107	107

cpd	OVCAR-3	OVCAR-8	U251	SF-295
11	103	89	91	103
12	112	105	102	108
13	105	103	106	96
14	-7.9*	6.7*	0.5*	-48*
15	90	96	73	80
16	115	100	99	100
17	105	98	98	97
18	111	100	94	97
19	114	105	99	89
20	118	111	106	100

Further results
cpd	compound	PC-3	SNB-19	SF-539	SF-268	DU-145
21	CC(C)=CCC/C(C)=C/CN1CCN(C/C=C(\C)CCC=C(C)C)C1=O	96	123	103	101	101
22	O=C(N/N=C/c1ccc([N+](=O)[O-])cc1)c1ccc(C(F)(F)F)nc1Nc1cccc(C(F)(F)F)c1	86	89	91	100	111
23	Cc1cc(=O)n(C(=O)COc2ccc3c(C)c(C)c(=O)oc3c2)[nH]1	49	86	105	100	99
24	O=C(N/N=C/c1ccc(Cl)cc1)c1ccc(NC(=O)c2ccccn2)cc1	80	65	46	70	61
25	O=C(O)c1cccc(F)c1	98	105	107	100	123
26	CS(=O)(=O)c1ccc(Nc2nc(N[C@H]3CCCC[C@H]3N)nc3cc[nH]c(=O)c23)cc1	14	4.8*	-12*	-23*	14
27	COc1ccc(Cl)cc1NC(=O)c1cc2c(n1C)-c1nc(NC(=O)C(C)C)sc1CC2	61	83	-28*	71	83
28	CC/C(=N/NC(N)=O)c1ccc([N+](=O)[O-])o1	86	103	100	91	102
29	O=C(c1cc(-c2ccncc2)nc2ccccc12)N1CCCCC1	.	99	92	112	117
30	CC(=O)OCC(=O)C1(O)CCC2C3CC(C)C4=CC(=O)C=CC4(C)C3=CCC21C (configuration not stated)	91	95	85	106	120

cpd	OVCAR-3	OVCAR-8	U251	SF-295
21	104	101	102	104
22	96	95	99	78
23	51	81	74	60
24	0.8*	46	18	56
25	120	123	108	109
26	-45*	14	4.9*	31
27	111	82	60	93
28	102	102	93	101
29	127	102	103	110
30	114	109	112	122

Further compounds follow.
cpd	compound	PC-3	SNB-19	SF-539	SF-268	DU-145
31	CCN1CCN(c2nc(-c3ccc(Nc4ncnc5cc(Cl)ccc45)cc3)cc(-c3ccc(OC)c(OC)c3)n2)CC1	77	103	97	82	113
32	CC(C)CC(=O)Nc1ccc(Cl)cc1	67	95	100	98	107
33	Cc1ccc(S(=O)(=O)OCCN(CCOS(=O)(=O)c2ccc(C)cc2)S(=O)(=O)c2ccc(C)cc2)cc1	93	.	89	103	117
34	COc1ccc(NC(=O)C2=C(C)Nc3ncnn3C2c2ccc(OC)cc2)cc1 (configuration not stated)	96	104	108	109	115
35	CC(=O)C(C(C)=O)C(C(C)=O)C(C)=O	87	90	100	79	91
36	COc1ccc2c(c1)c(C(=O)c1nc(-c3cn(C)c4ccccc34)no1)cn2C	84	93	97	103	111
37	Nc1ccc(N(O)/C=C2\C=CC=CC2=O)cc1	90	102	104	128	121
38	CCn1c(=O)c(/C=N/Nc2nc(-c3ccccc3)cs2)c(O)c2ccccc21	97	104	101	93	107
39	CCOC(=O)[C@@]1(C#N)CC2CCC1C2 (some centres not stated)	118	89	92	104	128
40	CN1c2ccccc2C(=O)NC1c1ccc([N+](=O)[O-])s1 (configuration not stated)	86	98	100	104	107

cpd	OVCAR-3	OVCAR-8	U251	SF-295
31	111	33	108	113
32	103	92	91	102
33	110	106	108	93
34	124	104	101	89
35	78	77	84	84
36	109	98	101	90
37	109	105	100	117
38	107	108	100	102
39	107	104	102	115
40	106	91	88	102

Next records
cpd	compound	PC-3	SNB-19	SF-539	SF-268	DU-145
41	CCCCCCC(=O)NCc1ccc(O)c(OC)c1	91	112	107	111	122
42	COc1ccc(-c2nc(SCCC(C)C)nc(N/N=C(/C)c3ccc(Cl)cc3Cl)c2C#N)cc1	85	87	83	86	95
43	O=C(CSc1nc2sc3c(c2c(=O)n1-c1ccc(Cl)cc1)CCCC3)Nc1nc(-c2ccc(Br)cc2)cs1	91	100	96	96	102
44	Cn1cc(-c2nn3cc(-c4cccnc4)nc3s2)c2cc(Br)ccc21	56	78	83	83	85
45	COc1ccc(C(=O)N2NC(=O)/C(=C/c3ccc(Br)cc3)N=C2c2ccccc2)cc1	.	87	77	90	102
46	COc1ccc(C2OC3=C(Nc4ccc(Cl)cc4N3)C2=O)cc1 (configuration not stated)	79	90	94	80	99
47	O=C(Nc1ncn[nH]1)c1ccccc1-c1ccccc1C(=O)Nc1ncn[nH]1	106	107	100	104	109
48	COc1ccc(OC)c(C(O)P(=O)(c2ccccc2)c2ccccc2)c1 (configuration not stated)	99	108	99	129	124
49	Cn1ncc2c(Sc3ccc(Cl)cc3)ncnc21	78	82	92	58	83
50	COc1cc2cc(NCc3ccccc3Cl)nc(C)c2cc1OC	53	47	11	50	64

cpd	OVCAR-3	OVCAR-8	U251	SF-295
41	119	103	101	121
42	99	96	100	96
43	111	103	96	64
44	.	69	57	73
45	119	78	73	93
46	81	91	99	87
47	129	108	105	110
48	106	104	.	107
49	.	101	82	97
50	73	51	44	38

(list continues)
cpd	compound	PC-3	SNB-19	SF-539	SF-268	DU-145
51	COc1ccc2nc(N)c3c4ccccc4cn3c2c1	101	95	102	95	.
52	CC/C=C\C[C@H](O)C/C=C1/C(=O)C=C[C@@H]1C/C=C\CCCC(=O)OC	-11*	35	7.6*	15	20
53	O=S(=O)(O)c1ccccc1N=Nc1c(S(=O)(=O)O)cc2cc(S(=O)(=O)O)c(N=Nc3ccccc3S(=O)(=O)O)c(O)c2c1O	94	111	99	118	113
54	CCn1c(SCC(=O)N/N=C/c2ccc(Cl)cc2)nc2c1c(=O)n(C)c(=O)n2C	99	102	96	96	107
55	CCCCCn1c(=N)n(CC(O)COc2cccc(C)c2)c2ccccc21 (configuration not stated)	7.5*	20	-15*	26	10
56	O=C(NNc1nc2cc(F)ccc2n2c(CN3CC4CNCC4C3)ccc12)c1ccncn1 (configuration not stated)	33	22	-10*	28	42
57	CC1(C)C(=O)NC(=O)C1(C)C	96	98	100	119	128
58	CC(=O)Oc1c(C)cccc1Cl	95	104	109	106	112
59	CCOC(=O)c1c2c(c(-c3ccc(OC)cc3)n1Cc1ccc(OC)cc1)CCCc1cnoc1-2	64	93	98	88	99
60	COc1ccc(/C=C\[C@H]2O[C@@H](C)[C@H](O)[C@@H]2O)cc1	104	102	101	104	101

cpd	OVCAR-3	OVCAR-8	U251	SF-295
51	94	100	99	104
52	-6.1*	-6.9*	-73*	-2.0*
53	116	102	105	.
54	110	102	102	102
55	7.4*	21	1.6*	-27*
56	43	13	9.9*	2.6*
57	120	98	100	97
58	109	103	98	108
59	.	89	93	94
60	111	102	103	104

An excerpt of these results, with bars between the fields:
No. | Structure | PC-3 | SNB-19 | SF-539 | SF-268 | DU-145 | OVCAR-3 | OVCAR-8 | U251 | SF-295
52 | CC/C=C\C[C@H](O)C/C=C1/C(=O)C=C[C@@H]1C/C=C\CCCC(=O)OC | -11* | 35 | 7.6* | 15 | 20 | -6.1* | -6.9* | -73* | -2.0*
53 | O=S(=O)(O)c1ccccc1N=Nc1c(S(=O)(=O)O)cc2cc(S(=O)(=O)O)c(N=Nc3ccccc3S(=O)(=O)O)c(O)c2c1O | 94 | 111 | 99 | 118 | 113 | 116 | 102 | 105 | .
54 | CCn1c(SCC(=O)N/N=C/c2ccc(Cl)cc2)nc2c1c(=O)n(C)c(=O)n2C | 99 | 102 | 96 | 96 | 107 | 110 | 102 | 102 | 102

Other structures:
cpd	compound	PC-3	SNB-19	SF-539	SF-268	DU-145
61	COc1cc2c(cc1OC)NC(=O)C2	104	111	104	.	.
62	N#Cc1cc([N+](=O)[O-])ccc1Cl	102	100	126	116	120
63	COc1ccc2c(ccc[n+]2[O-])c1	100	105	99	109	113
64	CCOc1ccc2c(c1)sc1nc(-c3ccccc3)c(-c3ccc(OC)cc3OC)n12	73	92	96	105	94
65	COC(CC(F)F)c1cc2ccccc2s1 (configuration not stated)	102	100	100	104	114
66	COc1ccc(C(c2cc(OC)c(OC)c(OC)c2)n2cncn2)cc1O (configuration not stated)	21	33	9.3*	49	20
67	Cc1c(Cc2ccccc2)c(=O)[nH]c(=O)n1C	111	103	103	113	115
68	O=c1c(-c2ccc3c(c2)OCO3)coc2c(CO)c(O)ccc12	-52*	13	-9.8*	-43*	-21*
69	C#C[C@]1(O)CC[C@H]2[C@@H]3CC=C4c5sc(Nc6ccc(C(F)(F)F)cn6)nc5CC[C@]4(C)[C@H]3CC[C@@]21C	1.9*	8.3*	-45*	23	8.4*
70	O=C(COc1cc(O)c2c(=O)cc(-c3ccccc3)oc2c1)Nc1ccccc1	86	87	91	91	81
71	CC1(C)O[C@@H]2C[C@H]3[C@@H]4CCC5=CC(=O)C=C[C@]5(C)[C@@]4(F)[C@@H](O)C[C@]3(C)[C@]2(C(=O)CO)O1	93	116	88	84	90

cpd	OVCAR-3	OVCAR-8	U251	SF-295
61	.	106	93	.
62	119	105	104	122
63	127	109	120	117
64	103	90	88	83
65	107	107	97	101
66	1.7*	13	15	2.6*
67	113	106	103	104
68	-55*	24	-93*	3.3*
69	-36*	-8.1*	-83*	-69*
70	106	87	94	101
71	107	93	109	114
